High-throughput results as filed in PubChem BioAssay.
cln2 rad14: NCI yeast anticancer drug screen, S. cerevisiae cln2 rad14 strain; % growth inhibition at 50 µM; 78,000 compounds, 8.3% hits;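 further: 0% = growth of vehicle-only cultures of the same strain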
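The screen exposed genetically defined yeast (cln2 rad14) to test compounds and scored growth inhibition relative to vehicle-treated controls.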
yeast mlh1 rad18: NCI yeast anticancer drug screen, S. cerevisiae mlh1 rad18 strain. growth inhibition, % at 50 µM. 79,000 compounds, 11% hits. AID 175;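 further: 0% = growth of vehicle-only cultures of the same strain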
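Read-out is yeast growth inhibition, calculated against vehicle-only controls. The compound was applied to a strain engineered with DNA damage repair alterations.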
yeast mec2-1: NCI yeast anticancer drug screen, S. cerevisiae mec2-1 strain; 79,000 compounds, 9% hits; % growth inhibition at 50 µM;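 further: 0% = growth of vehicle-only cultures of the same strain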
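Compounds were applied to mec2-1 yeast cells. Their growth was then compared with that of vehicle-treated cultures to give growth inhibition.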
bub3: NCI yeast anticancer drug screen, S. cerevisiae bub3 mutant strain. % growth inhibition at 50 µM. AID 167. 78,000 compounds, 9.9% hits;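 further: 0% = growth of vehicle-only cultures of the same strain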
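Part of a panel of yeast mutants defective in DNA damage repair or cell cycle regulation. Each strain is grown with compound, and inhibition is calculated relative to solvent-treated cultures.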
sgs1 mgt1: NCI yeast anticancer drug screen, S. cerevisiae sgs1 mgt1 strain. growth inhibition, % at 50 µM. 78,000 compounds, 10% hits;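 further: 0% = growth of vehicle-only cultures of the same strain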
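Inhibition of yeast growth, normalised to vehicle-treated controls, is reported for a strain bearing genetic alterations in DNA damage repair.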
rad50: NCI yeast anticancer drug screen, S. cerevisiae rad50 strain | growth inhibition, % at 50 µM | 79,000 compounds, 10% hits | AID 155;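 further: 0% = growth of vehicle-only cultures of the same strain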
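Yeast carrying a defined DNA repair defect were exposed to test compounds, and growth was compared with vehicle-treated controls to give percent inhibition.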
An asterisk follows results filed as active; . = not tested or not shown; & = joins results of further samples. No stated cut-off is given here; in the data, active means growth inhibition above about 70%; inactive means the rest.

Preview, 3 compounds:
structure,cln2 rad14,yeast mlh1 rad18,yeast mec2-1,bub3,sgs1 mgt1,rad50
O=S(O)CCCCSSCCCCSSCCCCS(=O)O,17.9,20.9,9.7,12.2,29.8,9.0
COC(=O)c1nc2c(n(C)/c1=N/C(=O)Nc1ccccc1)CCCC2,-7.7,-50.6,-2.9,4.7,4.2,61.5
O=C1C/C(=C/c2ccc(/C=C3/CC(=O)N(c4cccc(Br)c4)C3=O)cc2)C(=O)N1c1cccc(Br)c1,-13.9,-4.5,-1.9,-7.8,-8.4,-4.1

This part in full, from the start:
structure,cln2 rad14,yeast mlh1 rad18,yeast mec2-1,bub3,sgs1 mgt1,rad50
O=S(O)CCCCSSCCCCSSCCCCS(=O)O,17.9,20.9,9.7,12.2,29.8,9.0
COC(=O)c1nc2c(n(C)/c1=N/C(=O)Nc1ccccc1)CCCC2,-7.7,-50.6,-2.9,4.7,4.2,61.5
O=C1C/C(=C/c2ccc(/C=C3/CC(=O)N(c4cccc(Br)c4)C3=O)cc2)C(=O)N1c1cccc(Br)c1,-13.9,-4.5,-1.9,-7.8,-8.4,-4.1
O=C(COC(=O)C(CC(=O)c1ccccc1)Cc1ccccc1)c1ccc(-c2ccccc2)cc1 (stereo not given),30.8,13.3,25.3,35.4,6.0,25.7
CCCCCCCCCC(=O)OCCCC(CCCOC(=O)CCCCCCCCC)OC(=O)CCCCCCCCC,-23.9,-26.6,-6.8,-16.4,-6.2,-19.9
CC1CCCCC[N+]1(C)CCO (stereo not given),-30.7,-4.8,-7.2,-7.8,-6.2,-8.5
COc1ccc(Nc2c3sc4cc(OC)ccc4nc-3c3ccccc3c2=O)cc1,-12.0,-0.5,-5.1,1.1,-5.4,1.1
O=C(NC1CCCCC1O)c1ccccc1 (stereo not given),-28.8,-26.9,-0.7,-1.9,-11.9,-0.8
O=c1c(Cl)c(Cl)c(=O)c2sc3cc(Cl)ccc3[nH]c1=2,95.0*,96.9*,95.0*,95.5*,88.0*,95.5*
CC=NC(C)(C)C,-11.8,-18.9,-9.2,3.3,-12.3,-7.2
CCCCOC(=O)/C(O)=C(\C=NC(=S)c1cccnc1)C(=O)C=C(C)C,4.9,7.5,-20.9,-18.6,-28.6,-7.4
Cc1nnc2ncccn12,-0.1,-42.2,-10.3,0.6,8.4,31.1
OC(c1ccc(OCc2ccccc2)cc1)c1ccccn1 (stereo not given),-16.4,-0.3,-0.7,-5.7,-4.5,-1.1
O=C(c1ccc(F)cc1)c1ccccc1Cl,-16.7,12.5,3.5,-21.9,1.0,6.3
CS(=O)(=O)c1nsc(N)n1,2.1,2.7,-8.6,-0.1,-5.2,-14.0
Cc1nc2ccccc2n1CCC(N)=O,12.3,-2.4,-2.1,-26.9,6.1,24.6
S=C(S)Nc1cccc2ccccc12,.,14.3&-16.2,-10.2&-13.9,.,.,11.2&-14.4
CC1Cc2cc(O)c(O)cc2-c2cc(O)c(O)cc2CC1C (stereo not given),83.4*,83.7*,83.8*,79.4*,80.7*,72.1*
COC(=O)[C@H](C)N(C)C(=O)C(CC(N)=O)N(C)C(=O)[C@H](Cc1ccccc1)N(C)C(=O)[C@@H]1CCCN1C(=O)[C@H](C(C)C)N(C)C(=O)C(C(C)C)N(C)C(=O)[C@@H](NC(=O)OC(C)(C)C)C(C)C (stereo not given in full),8.9,-5.4,-16.6,8.7,-13.9,-20.1
c1csc(NC(Nc2nccs2)C23CC4CC(CC(C4)C2)C3)n1,20.6,7.5,12.7,1.1,-1.4,28.1
COc1ccc(C(O)C(NCc2ccccc2)c2ccccc2)cc1 (stereo not given),11.8,23.9,-7.3,2.5,13.2,7.8
O=C(O)c1ccccc1-c1c2ccc(=O)c(Br)c-2oc2c(Br)c(O)ccc12,97.5*,97.8*,98.0*,96.4*,99.5*,87.5*
Cc1cc2c(C(C)C)c(O)c(O)c(C=O)c2c(O)c1-c1c(C)cc2c(C(C)C)c(O)c(O)c(C=Nc3ccccc3SSc3ccccc3N)c2c1O,-41.1,-6.1,-2.8,-31.6,6.6,-20.9
S=C1NCCNC(=S)SS1,20.2,44.5,77.6*,98.8*,48.5,93.0*
O=C(O)c1[nH]c(=O)c2ccccc2c1Nc1ccccc1,-10.4,7.5,-1.2,-6.6,10.3,-0.8

structure,cln2 rad14,yeast mlh1 rad18,yeast mec2-1,bub3,sgs1 mgt1,rad50
Cn1cc(S(C)=O)c(=O)c2ccccc21 (stereo not given),-13.9,-2.4,-1.6,8.3,-5.6,2.6
CCOC(=O)C(C)(C)c1nc[nH]c1[N+](=O)[O-],11.7,9.1,5.5,-7.5,4.3,6.8
COc1ccc(OCc2ccc(OC)c(OC)c2)cc1,-10.7,-7.3,-3.7,-8.2,-11.2,7.2
Clc1ccccc1NCSC1=NCCS1,-19.6,20.8,-15.8,-3.9,3.9,6.0
OC(CBr)c1ccc(Cl)c(Cl)c1 (stereo not given),-14.7,34.6,29.3,5.6,49.4,30.7
Cc1cc(O)c(C=NC(=S)c2ccncc2)c(=O)o1,3.5,-65.0,-24.1,15.7,-13.4,-18.9
COc1ccc(C2Nc3cc(Cl)ccc3NC3=C2C(=O)CC(C)(C)C3)cc1 (stereo not given),28.6,54.3,30.9,40.3,41.2,52.5
CCc1c(NCCO)c(C(=O)NCCO)c2nc3ccccc3n2c1NCCO,-14.1,11.8,9.7,-7.3,-3.1,2.2
CSc1cc(Cl)c(C)cc1S(=O)(=O)NC(=O)NNc1ccccn1,-2.0,21.0,-1.6,-1.5,8.2,-4.3
OCC1OC(n2cc(I)c3c(Cl)ncnc32)C(O)C1O (stereo not given),-36.8,4.0,-15.4,1.6,-4.0,0.7
CCCCCCCC(O)(CCCCCCC)CCCCCCC,-31.6,-13.7,-29.4,0.1,-13.4,-11.2
COC(=O)CC1CCc2ccccc2C1c1ccccc1 (stereo not given),8.6,-8.7,7.8,15.8,-2.7,9.7
CC(CO)(CO)NC(Cc1ccccc1)c1ccccc1 (stereo not given),-2.8,-4.3,-6.7,-7.2,-2.2,-0.2
CC(C)(C)C(Br)CC(N)=O (stereo not given),4.3,-6.8,1.6,-7.0,2.0,22.1
O=C(C1CC=CCC1C(=O)N1CCCCC1)N1CCCCC1 (stereo not given),-3.7,-16.9,-8.7,9.1,-6.2,11.1
COc1ccc2c(O)c(Cl)c(=O)oc2c1,-44.0,-11.4,-9.5,-36.4,-8.9,-7.2
COc1ccc(C2SCC(=O)N2c2ccc(-n3c(-c4ccccc4)nc4ccccc4c3=O)cc2)cc1 (stereo not given),18.8,27.1,-6.0,10.9,8.2,20.6
COC(=O)C(=O)C(C(=O)C(=O)Nc1ccccc1C(N)=O)c1nc2ccc(C(=O)c3ccccc3)cc2[nH]c1=O (stereo not given),-17.1,9.5,20.0,-6.1,-7.4,-3.9
O=C1C=CC(=O)N1C(c1ccccc1)(c1ccccc1)c1ccccc1,99.0*,99.5*,99.7*,99.5*,99.5*,99.0*
CCCCCCC1(C)OCC(CC)(CCCC)CO1 (stereo not given),-17.3,16.2,13.2,-12.4,5.8,0.4
CC(=O)Nc1ccc(Cc2ccc(Cl)cc2)cc1,10.8,-2.6,0.7,-9.8,5.7,5.6
CCN(CC)CCCC(C)Nc1nncc2ccccc12 (stereo not given),-17.3,-8.9,-2.1,-1.3,2.5,-19.2
O/N=C\c1ccc(-c2ccccc2)cc1,51.1,49.6,47.6,77.7*,87.0*,74.0*
O=C(NCc1ccccc1)C1C2CC3OC(=O)C1C3C2 (stereo not given),-3.5,-19.3,0.1,26.8,4.3,-12.6
O=C(Nc1ccc2ccccc2c1)c1ccc(Cl)c(Cl)c1,-6.8,27.4,29.6,18.9,24.9,-5.0

The last 2 compounds of the section before lead into the next.
structure,cln2 rad14,yeast mlh1 rad18,yeast mec2-1,bub3,sgs1 mgt1,rad50
O=C(NCc1ccccc1)C1C2CC3OC(=O)C1C3C2 (stereo not given),-3.5,-19.3,0.1,26.8,4.3,-12.6
O=C(Nc1ccc2ccccc2c1)c1ccc(Cl)c(Cl)c1,-6.8,27.4,29.6,18.9,24.9,-5.0
CCc1ccc(NN=Nc2ccccc2C#N)cc1,-12.7,16.8,15.8,-1.6,16.2,8.1
Cc1ccc(NC(=O)Nc2ccc(C)cc2)cc1,-9.2,-18.1,-14.9,-2.3,-12.8,0.7
CSc1ccc(NC(=O)Nc2cc(C(C)C)ccc2C)cc1,-18.0,28.2,38.4,43.2,13.9,0.6
C/C(CC(=O)Nc1ccc(C)cc1)=N\NC(N)=S,8.3,-19.6,-7.7,-1.0,3.5,-13.5
CCN(CC)CCC1CCCCN1CC(=O)N1c2ccccc2NC(=O)CC1C (stereo not given),4.8,11.8,-4.3,6.4,5.7,-8.4
O=P(O)(OCCOc1ccccc1)OCCOc1ccccc1,-24.6,-12.8,10.5,-11.6,8.2,6.2
CC(C)(C)C1(O)Cc2ccccc2C(=O)O1 (stereo not given),7.3,-11.2,-34.5,-6.8,4.6,-16.5
CC(=O)Oc1ccc(N=[N+]([O-])c2ccc(OC(C)=O)cc2)cc1,18.4,-13.0,-2.6,14.7,45.6,1.9
OC(CN1CCCCC1)(c1ccccc1)c1ccccc1,3.9,25.6,-12.5,9.7,-4.4,-7.3
O=C(O)COc1ccc2ccccc2c1,-14.8,2.1,3.5,4.2,-22.9,-15.4
CC(=O)OC[C@@H]1C2CCC(C2)[C@@H]1COC(C)=O,-26.4,-1.1,-6.3,13.3,-11.3,1.4
Cc1ccc(C(C)CCCO)cc1 (stereo not given),-2.3&-6.5,-25.9&-23.9,-21.8&-15.4,-6.3&-22.2,-6.5&-16.8,6.8&-11.6
Cc1c(CC=C(c2ccccc2)c2ccccc2)cccc1C[N+](C)(C)C,48.1,98.2*,62.8,80.2*,99.0*,90.7*
c1ccc(COCCNCCOCc2ccccc2)cc1,-5.8,-22.1,-39.2,-34.4,-7.2,-26.9
CC(C)CCC[C@@H](C)[C@H]1CC[C@H]2C3=CC=C4C[C@H](OC(=O)c5ccccc5)CC[C@]4(C)[C@H]3CC[C@]12C,3.7,-10.2,5.5,-1.2,11.0,0.4
NNC1=Nc2ccc(Cl)cc2C(=S)N2CSCC12 (stereo not given),-11.8,9.2,-3.1,-8.9,-11.7,-1.1
CCCN1C(=O)CC(c2ccc(OC)c(OC)c2)C1=O (stereo not given),-3.2,1.6,-9.2,27.9,7.0,-0.9
CC(C)(C)C(=O)C[n+]1ccccc1,-15.0,15.2,-6.5,5.3,8.4,3.9
NC(Cc1ccc(S(=O)(=O)O)cc1)C(=O)NC(Cc1ccc(S(=O)(=O)O)cc1)C(=O)O (stereo not given),-10.8,-4.0,-13.4,20.8,2.4,-1.6
O=[N+]([O-])c1cc(Cl)ccc1S(=O)(=O)c1ccccc1,47.5,79.7*,62.1,76.6*,78.8*,77.2*
O=C(/C=C/c1ccc(Cl)cc1)c1ccc(Cl)s1,-16.2,-24.9,-48.8,-16.1,-23.1,-52.0
CC(NC(=O)C(NC(=O)OC(C)(C)C)C(C)C)C(=O)N1CCCC1C(=O)NCC(=O)NC(C(=O)NCC(=O)O)C(C)C (stereo not given),9.1,-50.8,-1.8,8.7,7.8,-6.6
O=[N+]([O-])c1ccc(-c2cnc3ccccn23)cc1,7.7,-1.1,-4.8,2.0,-9.4,-14.2
Cc1ccc(S(=O)(=O)NCCCSCCN)cc1,-1.3,-3.8,-25.2,-15.9,-8.9,-13.7
CC1(C)Cc2cc(Br)ccc2O1,23.9,17.9,5.8,0.0,10.0,9.8

Grouped by structure, those above with a nitro group on carbon.
structure,cln2 rad14,yeast mlh1 rad18,yeast mec2-1,bub3,sgs1 mgt1,rad50
CCOC(=O)C(C)(C)c1nc[nH]c1[N+](=O)[O-],11.7,9.1,5.5,-7.5,4.3,6.8
O=[N+]([O-])c1cc(Cl)ccc1S(=O)(=O)c1ccccc1,47.5,79.7*,62.1,76.6*,78.8*,77.2*
O=[N+]([O-])c1ccc(-c2cnc3ccccn23)cc1,7.7,-1.1,-4.8,2.0,-9.4,-14.2

Next records.
structure,cln2 rad14,yeast mlh1 rad18,yeast mec2-1,bub3,sgs1 mgt1,rad50
Cc1ccc(S(=O)(=O)NCCCN(CCCNS(=O)(=O)c2ccc(C)cc2)S(=O)(=O)c2ccc(C)cc2)cc1,-70.5,-12.2,-10.8,-19.4,-5.1,-8.2
CN(c1ccccc1)S(=O)(=O)c1ccccc1[N+](=O)[O-],-15.4,-8.1,-41.8,23.4,20.7,-0.4
OCC1CCCO1 (stereo not given),-11.7,0.3,10.2,-9.6,-6.3,2.1
CC(C)COC(=N)c1ccccc1C1(O)CCCCC1,-18.8,-17.6,-10.1,0.6,-9.5,-19.9
Cc1nc(N)[nH]c(=O)c1CCCNC(=O)c1cccc(CBr)c1,-17.9,6.6,-8.3,2.0,-5.0,-12.4
